INS promoter inh – TRM-6 insulin promoter activity inhibition; TRM-6 cells (human fetal islet line), insulin promoter-eGFP reporter, imaging; reporter expression induced with tamoxifen; inhibition, % at 2 µM; 0.9% of 130,000 active; AID 1273;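 active means inhibition above the mean plus 3 SD, with well images judged a real hit on visual review, cut at about 60% in these data, passing the limit was not always enough; inconclusive means inhibition over the cutoff but images rejected on review; inactive means inhibition not above the cutoff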
SDO1 yeast rescue – sdo1-depleted yeast growth rescue; AID 817; S. cerevisiae sdo1-depleted JHY4D growth rescue, OD600 30 h; stronger effect = higher value; pdr5 snq2 efflux-pump mutant strain; z-score at 10 µM; 0.21% of 140,000 active;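 active means z-score above 3 at both the 24 hr and the 30 hr optical density reads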;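 further: z-score against mean and SD of all compound wells on the same plate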
SDO1 yeast rescue Rescue 24 h – second read-out of SDO1 yeast rescue, no call of its own (marks repeat the call); z-score; S. cerevisiae sdo1-depleted JHY4D growth rescue, OD600; measured here: growth rescue at 24 h;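 0 is the plate mean of compound wells and units are plate SD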
Active calls of the source: *; ? = inconclusive; nt = no result given. Outcome played no part in choosing rows; about 0.99% have a hit in one of these screens.

SMILES | INS promoter inh | SDO1 yeast rescue | SDO1 yeast rescue Rescue 24 h
O=C(Nc1ccccc1Cl)c1ccc2c(c1)N(Cc1ccc(F)cc1)C(=O)CS2=O (stereo not drawn) | -5 | 0.01 | -0.73
CCNC(=O)NC(=O)COC(=O)c1ccccc1SCC(=O)NC(=O)NCC | nt | 1.5 | 1.9
COc1ccc(/C=N/NC(=S)Nc2cccc(C(=O)O)c2)cc1OC | -16 | 1.1 | 0.16
CC(=O)NCCn1c(SCc2cc(F)ccc2F)nc2ccccc2c1=O | 31 | -0.7 | -0.66
COc1ccccc1C(=O)N1CCN(C(=O)COc2cccc(C)c2)CC1 | -26 | 0.29 | -0.74
CCCOC(=O)Nc1ccccc1C(N)=O | nt | 0.16 | -0.01
CN(C)c1c2ccccc2nc2c(F)c(F)c(F)c(F)c12 | 0 | nt | nt
Cc1cccc(C)c1OC(=O)CN(c1ccc(Cl)cc1)S(C)(=O)=O | nt | -1.1 | -1.1
COc1ccc(OC(C)C(=O)NCCc2nc3ccccc3[nH]2)cc1 (stereo not drawn) | -7 | 0.82 | -0.04
COc1cccc(C(=O)Nc2nc3ccccc3[nH]2)c1 | 17 | 0.74 | 1.1
CCN1CCCC1CNC(=O)CSCc1nc(-c2ccccc2C)oc1C (stereo not drawn) | 21 | 1.1 | 0.64
CCOc1cc2[nH]c(=S)n(CCOC)c(=O)c2cc1OCC | -22 | 0.94 | 1.1
Cc1cccc(CN2CCC(CNC(=O)C3CCCN(S(=O)(=O)c4cnc[nH]4)C3)CC2)c1 (stereo not drawn) | 14 | 2.2 | 2
O=C(O)/C=C/C(=O)NCCC1=CCCCC1 | 36 | nt | nt
CCCn1c(N)c(C(=O)CSc2nnc(C)n2Cc2ccccc2)c(=O)n(C)c1=O | 51 | 1.3 | 1.1
CCOC(=O)c1cnn(-c2ccc(C)cc2)c1N | 7 | 1.3 | 1
O=C(CSc1nnc(-c2ccccc2NC(=O)c2ccccc2)o1)OC1CCCCC1 | -25 | nt | nt
CCOC(=O)C1CCN(C(=O)CSC2=NCCS2)CC1 | nt | -0.09 | -0.89
O=C(Nc1ccc(Cl)c(Cl)c1)C1=Cc2ccccc2OC1 | -28 | -2.4 | -0.72
COc1ccc(OCC(=O)c2c(O)c3ccccc3oc2=O)cc1 | 27 | 0.06 | -0.62
O=C1COc2ccc(C(=O)c3ccccc3C(=O)O)cc2N1 | -29 | 1.2 | 0.56
COc1cccc(OCc2nc(-c3cccc([N+](=O)[O-])c3)no2)c1 | 6 | nt | nt
O=C(O)c1ccccc1OCCOCCOc1ccccc1C(=O)O | 16 | 2.2 | 1.9
CCOC(=O)c1sc(-c2ccc(Br)cc2)cc1N | 5 | -1.6 | -0.72
CC1CCc2cc(F)ccc2N1C(=O)c1ccncc1 (stereo not drawn) | 0 | 0.27 | 0.47
CCOc1ncccc1C(=O)OCc1ccc(C(=O)OC)o1 | nt | 0.46 | -0.14
CCCc1cc(=O)[nH]c(Nc2ccc(O)cc2)n1 | -8 | 0.38 | 0.6
CCOC(=O)C(C(C)=O)c1c(Br)c(O)c(O)c2c(C(=O)c3ccc(C)cc3)coc12 (stereo not drawn) | nt | -0.68 | -1.2
Cc1ccc(CNC(=O)Cn2ccc3ccccc3c2=O)o1 | nt | 0.14 | -0.33
Cc1nc2sc3c(c2c2nc(-c4ccco4)nn12)CCCC3 | nt | -1.2 | -0.43
Nn1c(SCC(=O)Nc2ccc(Oc3ccccc3)cc2)nnc1C1CC1 | -10 | 0.17 | 0.07
NC(=O)c1cccc2c(=O)oc3ccccc3c12 | -19 | -0.54 | -0.56
O=C(NCCCN1CCN(c2cccc(Cl)c2)CC1)C1CCC(=O)N1Cc1ccccc1Cl (stereo not drawn) | nt | -0.06 | -0.32
COc1ccccc1-n1c(SCC(=O)N2CCOCC2)nc(O)c(Cc2ccccc2)c1=O | nt | 0.15 | -0.02
CCOC(=O)/C(C#N)=C/c1c(OCC)n(CC)c2ccccc12 | -17 | -0.36 | -0.01
CNC(=O)NC(=O)C(C)OC(=O)CCCSc1nc2ccccc2s1 (stereo not drawn) | 5 | -0.75 | -0.53
Cc1ccc(NC(=S)N(Cc2ccc(Cl)cc2)Cc2ccc(C(=O)O)cc2)cc1Cl | 14 | nt | nt
Cc1onc(-c2ccccc2)c1C(=O)Nc1nc(-c2ccc(F)c(F)c2)cs1 | -55 | 0.18 | 2.8
CCOc1ccc(Nc2nc(N)nc(CN(C)C3CCCCC3)n2)cc1 | ? | 0.9 | 0.05
COc1ccc(/C=N/NC(=O)c2ccn[nH]2)cc1COc1ccc(Cl)cc1 | nt | -1.2 | -0.43

One compound at a time, from the list above. Screens in order: INS promoter inh, SDO1 yeast rescue, SDO1 yeast rescue Rescue 24 h
Nn1c(SCC(=O)Nc2ccc(Oc3ccccc3)cc2)nnc1C1CC1 across the screens: -10, 0.17, 0.07
CNC(=O)NC(=O)C(C)OC(=O)CCCSc1nc2ccccc2s1 (stereo not drawn) across the screens: 5, -0.75, -0.53
Cc1onc(-c2ccccc2)c1C(=O)Nc1nc(-c2ccc(F)c(F)c2)cs1 across the screens: -55, 0.18, 2.8

Later entries:
SMILES | INS promoter inh | SDO1 yeast rescue | SDO1 yeast rescue Rescue 24 h
CCCCn1nnnc1SCC(=O)Nc1ccc2c(c1)OCCO2 | 54 | 0.37 | 0.03
Cc1c(Cl)cccc1NC(=O)CN1C(=O)CSc2ncccc21 | nt | 0.77 | 2.1
CN(Cc1nc2ccccc2c(=O)[nH]1)Cc1cc(=O)oc2ccc3ccccc3c12 | -4 | -1.3 | -1.5
CC(C)(C)c1n[nH]c2c1CCCC2 | 38 | -0.06 | -0.17
O=C(NCN1CCN(c2ccccc2F)CC1)c1cccnc1 | 43 | 0.94 | 0.84
O=C(Nc1ccccc1O)c1cc(S(=O)(=O)N2CCOCC2)ccc1Cl | 30 | 0.38 | 0.06
CCN(CC)CC(=O)Nc1sc2c(c1C(=O)c1ccccc1C)CCC2 | 33 | nt | nt
Cc1ccc(CNC(=O)CCC2CCCN(C(=O)CCC(F)(F)F)C2)o1 (stereo not drawn) | -29 | nt | nt
CCOC(=O)Cc1csc(NC(=O)COc2ccc(N(C)S(=O)(=O)c3ccc(C)cc3)cc2)n1 | -50 | -0.37 | -0.59
FC(F)(F)c1ccc(CN2CCCCCC2)cc1 | -25 | 0.2 | -0.13
O=C(CSc1ncccn1)NC(=O)c1ccccc1 | -7 | nt | nt
O=C(Nc1nnc(-c2ccc(F)cc2)o1)c1cccc([N+](=O)[O-])c1 | 0 | nt | nt
COC(=O)c1cc(S(=O)(=O)NC2CCN(Cc3ccccc3)CC2)cn1C | nt | 0.9 | 1.2
O=C(Nc1ccccn1)c1ccc2c(c1)OCCO2 | -24 | nt | nt
COc1ccccc1-c1nnc(SCc2nc3ccccc3s2)n1C | 51 | -1.6 | -0.89
CCOC(=O)c1c(C)[nH]c(C(=O)COC(=O)C2CC(=O)N(Cc3ccccc3)C2)c1C (stereo not drawn) | 25 | 0.91 | 1.4
Cc1ncsc1C(=O)O | 0 | nt | nt
CCc1cc2ccc(C)cc2nc1SCC(=O)Nc1cc(OC)c(OC)cc1C(=O)O | -54 | 0.8 | 0.37
COc1cc(CCC(=O)Oc2ccc(C(C)=O)cc2)cc(OC)c1OC | nt | 1.4 | 1.2
COc1cc(NC(=O)CN2C(=O)C(c3ccccc3)=NC23CCCCCC3)cc(OC)c1 | 61 | -1 | -1.4
CCOC(=O)N1CCC(N(CCN(C)C)C(=S)Nc2ccccc2Cl)CC1 | -73 | nt | nt
CC1CCN(c2nc3nonc3nc2N2CCC(C)CC2)CC1 | 10 | -0.91 | -0.16
Cc1nnc(SCC(=O)N2CCN(S(=O)(=O)c3ccccc3)CC2)s1 | -7 | nt | nt
Cn1c(C(=O)NCc2cccs2)cc2c(=O)n(C)c3ccccc3c21 | nt | -2.2 | -1.9
COc1ccc(-n2cnnc2SCc2ncc(-c3ccccc3)o2)cc1 | -8 | -0.46 | -0.1
CCOc1ccc(Cc2nnc(N)s2)cc1OCC | -18 | 0.75 | 0.49
CCCS(=O)(=O)N1CCC(C(=O)NCCCN(CC)c2cccc(C)c2)CC1 | nt | 0.8 | 1.1
COc1ccccc1N1CC(C(=O)Nc2ccc(S(=O)(=O)N3CCOCC3)cc2)CC1=O (stereo not drawn) | nt | -0.42 | -0.24
Cc1ccc(NC(=O)c2nn(C34CC5CC(CC(C5)C3)C4)cc2[N+](=O)[O-])cc1 | nt | -1.6 | -0.78
CN(C)C=NC(=O)c1ccc(N2CCN(c3ncc(C(F)(F)F)cc3Cl)CC2)cc1 | nt | -1.1 | -0.25

Brought forward from above: 4 entries; new compounds follow.
SMILES | INS promoter inh | SDO1 yeast rescue | SDO1 yeast rescue Rescue 24 h
CCCS(=O)(=O)N1CCC(C(=O)NCCCN(CC)c2cccc(C)c2)CC1 | nt | 0.8 | 1.1
COc1ccccc1N1CC(C(=O)Nc2ccc(S(=O)(=O)N3CCOCC3)cc2)CC1=O (stereo not drawn) | nt | -0.42 | -0.24
Cc1ccc(NC(=O)c2nn(C34CC5CC(CC(C5)C3)C4)cc2[N+](=O)[O-])cc1 | nt | -1.6 | -0.78
CN(C)C=NC(=O)c1ccc(N2CCN(c3ncc(C(F)(F)F)cc3Cl)CC2)cc1 | nt | -1.1 | -0.25
Cc1cc(C)n(CC(O)Cn2c3ccccc3c3ccccc32)n1 (stereo not drawn) | -314 | -1.5 | -1.5
CC(C)NC(=O)CN1CCN(C(=O)CCl)CC1 | 8 | nt | nt
CCOC(=O)C1C(c2ccc(O)c(OCC)c2)NC(=S)NC1(O)C(F)(F)F (stereo not drawn) | nt | 1.4 | 1.1
CSc1nc(-c2ccccc2)[nH]c(=S)c1C(C)=O | 13 | -0.68 | -0.84
Cc1cc(NC(=O)c2cc(S(=O)(=O)N3CCCCC3)ccc2C)n(-c2ccccn2)n1 | 0 | -1.3 | -0.55
Cc1ccccc1OCC(=O)NCCC1=CCCCC1 | -117 | -0.33 | 0.8
CCOC(=O)c1ccc(N=c2sc(C(=O)OC)cc(=O)n2Cc2ccco2)cc1 | nt | -1.8 | 0.83
COC(=O)c1sc2[nH]c(=S)n(N)c(=O)c2c1C | -9 | nt | nt
COc1ccc(-n2c(Cc3cc(=O)[nH]c(=O)[nH]3)nnc2SCC(=O)Nc2cc(C(F)(F)F)ccc2Cl)cc1 | -255 | nt | nt
COc1ccc(-c2cc(C(=O)N/N=C/c3sccc3C)c3ccccc3n2)c(OC)c1 | 16 | -0.8 | -1.4
O=C(NCC(c1ccco1)N1CCCC1)c1ccccc1F (stereo not drawn) | -35 | 1 | 1
O=C(NC(=S)N1CCc2ccccc21)c1ccccc1 | nt | 0.13 | 0.63
CCCCSc1nnc(-c2cc(Br)ccc2N)c(=O)[nH]1 | 11 | -0.72 | -0.8
Cc1cc(C)n2[nH]c(=O)c(N=Nc3cccc(Cl)c3)c2n1 | 37 | -0.04 | -0.46
CCOc1cc(/C=N/NC(=O)CN2CCCCC2)ccc1OCc1ccccc1 | 17 | -0.38 | -0.83
Cc1ccc(C)c(Cn2c(CN(C)Cc3ccccc3)nc3c2c(=O)n(C)c(=O)n3C)c1 | nt | -1.4 | -1.4
CC(NC(=O)c1csc2ccccc12)C1CCCO1 (stereo not drawn) | 33 | 0.48 | 0.12
Cc1c(N)cccc1-c1nc2ccccc2[nH]1 | -44 | 0.47 | 0.08
CCC/C=C(\CCC)C(NC(=O)Cc1ccccc1)c1ccc(C(=O)OC)cc1 (stereo not drawn) | 50 | -0.5 | -0.44
O=C(Cc1cccs1)NCCSc1c(-c2ccc(Cl)cc2)[nH]c2ccccc12 | -51 | -0.42 | -0.02
CCOC(=O)/C=C/C(=O)Nc1ccccc1C(=O)NC1CCCCC1 | -42 | 0.06 | 0.8
CC1CC(C)CN(S(=O)(=O)c2cccc(C(=O)N3C(=O)c4cccc(N)c4C3=O)c2)C1 (stereo not drawn) | -13 | -0.72 | -0.66
OC(CN1CCN(c2ccccc2)CC1)c1c[nH]c2ccccc12 (stereo not drawn) | 18 | 0.27 | 0.25
CN1CCc2c(n(CC(O)CN3C(=O)c4ccccc4S3(=O)=O)c3ccccc23)C1=O (stereo not drawn) | nt | -0.5 | -0.2
OC(CNCc1cccc(Br)c1)c1ccccc1 (stereo not drawn) | 5 | nt | nt
COC(CNC(=O)c1ccc2nc(-c3cccs3)c(-c3cccs3)nc2c1)OC | nt | -0.98 | -0.51
O=C(c1nnc(Cc2ccc(Cl)cc2)o1)N1CCc2ccccc2C1 | 5 | -1.6 | -0.42
CC(C)(C)C(=O)Oc1ccc2cc(-c3ccc4ccccc4n3)c(=O)oc2c1 | 43 | 0.6 | 1.3
Cc1noc(C)c1COC(=O)c1cccc(S(=O)(=O)N2c3ccccc3CC2C)c1 (stereo not drawn) | nt | -1 | -0.43
COc1ccc(NC(=O)c2ccc(-n3cccn3)nc2)cc1 | 7 | 0.85 | 3.1
COc1cccc(S(=O)(=O)NCc2ccc(C(=O)NCc3ccco3)cc2)c1 | -160 | 0.29 | 0.17
O=C(NCCCO)c1nc2ccccc2s1 | 28 | 0.36 | -0.14
COC(=O)c1cn(NC(=O)COc2ccc(Cl)cc2)c(=O)c2ccccc12 | -44 | nt | nt
Cc1ccc(-c2nc(CS(=O)CC(=O)NCCN3CCOCC3)c(C)o2)cc1 (stereo not drawn) | nt | 0.01 | -0.35
c1ccc(-c2noc(CN3CCN(c4ccccc4)CC3)n2)cc1 | nt | -0.37 | -0.34
COc1ccc(C2(C(=O)Nc3ccc(S(=O)(=O)Nc4nc(C)cc(C)n4)cc3)CCCC2)cc1OC | -41 | 1.1 | 0.72

High-throughput results from PubChem.
